# MCF10A rereplic = induces DNA re-replication in MCF 10a normal breast cells | MCF 10A DNA re-replication, Hoechst nuclear intensity, 48 h | Potency, µM (doses to about 46.1 µM), without a hit: top-dose activity, positive = re-replication, most hits filed as activators | 2.9% of 350,000 active; note: potency is the fitted concentration of half-maximal effect; % of control where 0% means no effect; nearly all actives have a fitted effect of over 50% in size
# ATXN2 expr inh = reduces ATXN2 reporter expression in HEK-293 cells. HEK-293 ATXN2-luciferase reporter, luminescence, 24 h. Potency, µM (titrated, usually from 57 µM), without a hit: at the highest dose activity change, negative = inhibition, hits mostly inhibitors. 0.72% of 360,000 active. AID 1745845; note: potency is the fitted concentration of half-maximal effect; % is set by controls: 0 for no effect and ±100 for the full control effect; nearly all actives have a fitted effect of over 55% in size
#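 qHTS (up to 57 uM final) was run with 24 h compound exposure of reporter cells at 37 °C. Each well was multiplexed: SteadyGlo luminescence measured ATXN2-luciferase expression after a fluorogenic Gly-Phe-AFC viability readout (25 uM final).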
# Nrf2 block = inhibitors of Nrf2 signaling; A549 ARE-Fluc reporter, luciferase luminescence, 18-24 h; Potency, µM (series often up to 46 µM), for inactives: at the top dose activity change, negative = inhibition, hits mostly inhibitors; 2.1% of 360,000 active; note: potency is the fitted concentration of half-maximal effect; % is set by controls: 0 for no effect and ±100 for the full control effect; nearly all actives have a fitted effect of over 60% in size
#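 Cells were seeded and rested 2 h, then exposed to compounds for 18-24 h. CellTiter-Fluor was read first as a viability measure. BugLite was added 15 min before the final luminescent read of ARE-luciferase activity in A549 cells.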
# A549 viability = kills or reduces viability of A549 cells in Nrf2 counter-screen; A549 ARE-Fluc cells, CellTiter-Fluor viability, 18-24 h; Potency, µM (doses to about 46 µM), for the others: at the top dose activity change, negative = cytotoxicity, actives largely listed as inhibitors; 0.16% of 390,000 active; AID 504648; note: potency is the fitted concentration of half-maximal effect; % is set by controls: 0 for no effect and ±100 for the full control effect
#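 A549 ARE-Fluc cells in 5% FBS OPTI-MEM, 5000 cells/well, rested 2 h then exposed to compounds in concentration-response for 18-24 h at 37 °C. Viability by CellTiter-Fluor fluorescence (Ex 405/Em 525) after 30 min; luciferase luminescence (BugLite, 15 min, RT) read afterwards.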
# HepG2 viability = HepG2 cytotoxicity, counter-screen for TGF-b inhibitors. Potency, µM (top dose mostly 46.1 µM), for the others: top-dose activity change, negative = cytotoxicity, usual class: cytotoxic. 0.76% of 410,000 active. HepG2 CAGA-GFP viability, ATP luminescence, 18 h; note: potency is the fitted concentration of half-maximal effect; some results filed as inactive show a strong effect at the top dose
#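 HepG2 CAGA-GFP cells (1000/well, DMEM with 1% FBS) received compound, then TGF-beta at 500 pg/mL final, and were incubated 18 hours at 37 degrees C. Viability was read by CellTiter-Glo luminescence. Media-only wells were set as complete cell-killing and DMSO as no toxicity.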
# ATXN viability = reduces viability in counter-screen for ATXN expression inhibitors; Potency, µM (series often up to 56.7 µM), hits mostly cytotoxic; AID 651635; S2 cells (HEK-293 line with an ATXN2-luciferase reporter) viability, CellTiter-Fluor protease fluorescence, 24 h; 0.49% of 400,000 active; note: potency is the fitted concentration of half-maximal effect; nearly all actives have a fitted effect of over 40% in size
# IL-1B inflam inh = inhibitors of inflammasome signaling (IL-1 beta secretion); 4.7% of 360,000 active; activity change, % at 57.5 µM; AID 743279; THP-1 LPS/ATP IL-1B secretion, AlphaLISA, 16 h; stronger effect = lower value; in the data active = activity change below about -50%; inconclusive = mostly about -30% to -49%; note: % is set by controls: 0 for no effect and ±100 for the full control effect
#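 THP-1 cells pretreated 1 hr with compounds (up to 57.5 uM final), then stimulated with LPS (250 ng/mL final) plus ATP (1.25 mM final); secreted IL-1B measured by AlphaLISA after 16 hr, decreased signal indicating inhibition.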
# TGFb SMAD3 inh = blocks TGF-b signaling. HepG2 CAGA-GFP TGF-b/SMAD3 reporter, GFP fluorescence, 18 h; TGF-beta stimulated, 500 pg/mL final. Potency, µM (top dose mostly 46.1 µM), for the others: top-dose activity, negative = inhibition, actives largely listed as inhibitors. 1.2% of 410,000 active. AID 588855; note: potency is the fitted concentration of half-maximal effect; % is set by controls: 0 for no effect and ±100 for the full control effect; nearly all actives have a fitted effect of over 65% in size
#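 Smad-responsive CAGA-GFP expression was quantified in HEPG2 cells exposed to compounds and 500 pg/mL final TGF-beta for 18 h at 37 degrees C; unstimulated wells defined full inhibition.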
# Nrf2 ARE act = Nrf2 pathway activation | Potency, µM (doses to about 46.1 µM), for inactives: top-dose activation, most hits filed as activators | 0.31% of 410,000 active | AREc32 ARE-luciferase reporter (MCF7-derived line), luminescence, 24 h; note: potency is the fitted concentration of half-maximal effect; % of control where 0% means no effect; nearly all actives have a fitted effect of over 65% in size
#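 Each well held 1000 AREc32 cells, which were incubated with compound for 24 hr at 37 deg C after overnight attachment, and ARE reporter activity was quantified by firefly luciferase luminescence.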
# * marks the source's active call; other numbers are inactive results; i = inactive; ? = inconclusive; · = no result given; & = joins results of further samples; [ ] = another dose, or the depositor's remark. Unless noted, calls come from the whole dose curve; as a rule, active = well fitted curve in the direction sought with a large enough effect; inconclusive = small, poorly fitted or top-dose-only effect, or another doubt; inactive = no such curve, though single readings can be large; an effect the other way counts as inactive or inconclusive. Outcome played no part in choosing rows; overall some 8.8% were active at least once.
Compound	MCF10A rereplic	ATXN2 expr inh	Nrf2 block	A549 viability	HepG2 viability	ATXN viability	IL-1B inflam inh	TGFb SMAD3 inh	Nrf2 ARE act
Cc1cc(NC(=O)CN2C(=O)c3ccccc3S2(=O)=O)no1	3%	9%	4%	0%	-7%	i	0	-2%	0.0%
COc1ccc(C(=O)NCCS(=O)(=O)N2CCc3ccccc3C2)c(OC)c1	-8%	2%	?	2%	1%	i	1	-6%	-0.4%
O=C(COC(=O)CN1C(=O)c2ccccc2C1=O)NC1CCCCC1	-1%	-7%	4%	-2%	5%	i	13	4%	-0.7%
COCC(=O)N(Cc1ccccc1)c1ccccn1	9%	3%	-8%	-5%	2%	i	-9	0%	-0.3%
CC(=O)Nc1ccc(CN2C(=O)C(C)ON=C2c2ccccc2-c2ccco2)cc1 (stereo not given)	·	2%	·	·	3%	i	0	-16%	0.5%
CC(C)Cn1c(=O)c2c(nc3n2CC(C)CN3Cc2ccccc2)n(C)c1=O (stereo not given)	0%	-14%	-5%	6%	-24%	i	-12	-10%	-0.6%
CC(C)(C)OC(=O)N1CCC(c2c(C(=O)NCCN3CCc4ccccc4C3)cnn2-c2ccc(F)cc2F)CC1	·	·	11%	-4%	-70%	·	·	?	8.6%
CN(C(=O)c1ccc(NC(=O)C2CCCN(C(=O)OC(C)(C)C)C2)cc1)C1CCC1 (stereo not given)	-3%	-16%	?	-10%	-11%	i	-9	?	1.1%
O=C(CSc1nncc2ccccc12)Nc1ccc(C(=O)O)cc1	18%	6%	?	4%	-3%	i	19	-3%	0.3%
COc1cc(C(=O)OCC(=O)Nc2ccc3c(c2)OC(F)(F)O3)ccc1OCc1c(C)noc1C	15%	-17%	-3%	2%	-25%	i	24	3%	0.1%
CCCn1nc(C(=O)OCc2nc(N)nc(Nc3ccccc3C)n2)c2ccccc2c1=O	1%	0%	2%	1%	0%	i	16	7%	3.5%
CCn1c(COc2ccccc2OC)nnc1SCC#N	-188%[0.0737 µM]	4%	-14%	-7%	8%	i	13	-17%	-0.5%
Cc1cc(NC(=O)COC(=O)CNC(=O)c2cccs2)c([N+](=O)[O-])cc1C	1%	-1%	9%	-7%	13%	i	-3	9%	-0.1%
Cc1ccc(CNC(=O)Cn2ccn(-c3cc(C)cc(C)c3)c(=O)c2=O)cc1	·	·	1%	-4%	-3%	·	·	-13%	-0.5%
Cc1ccc(OCCN2CCN(C(=O)CCC(=O)Nc3nnc(CC(C)C)s3)CC2)cc1	?	-17%	10µM*	-11%	-80%	i	·	11µM*	2.0%
COc1cccc(CN(C)C(=O)c2cc(-c3ccc(OC)c(OC)c3)nc3ccccc23)c1	?	-6%	-16%	-8%	-56%	i	-22	0%	5.3%
Cc1cccc(NC(=O)CSc2nc3ccc(NC(=O)COc4ccc(Cl)cc4)cc3s2)c1	·	?	?	?	-27%	?	·	?	-0.2%
C[C@H]1CN([C@@H](C)CO)S(=O)(=O)c2ccc(C3=CCCC3)cc2O[C@@H]1CN(C)C(=O)C1CCCCC1	·	?	·	·	-38%	20µM*	-51*	?	-2.2%
O=C(NCc1ccc2c(c1)OCO2)C1CCCN1C(=O)Nc1cccc(F)c1 (stereo not given)	-6%	1%	-9%	1%	-61%	i	-29	-4%	-0.4%
CCCc1cc(Nc2ccccc2)n2ncnc2n1	-5%	·	?	3%	-1%	i	-14	14%	0.5%
Cc1ccn2c(NC3CCCC3)c(-c3ccsc3)nc2c1	-19%	-17%	-8%	-7%	-27%	?	27	?	2.8%
CCOc1cccc(NC(=O)Cn2nc(-c3ccc4c(c3)OCCO4)ccc2=O)c1	?	-4%	-25%	-10%	-1%	i	0	8%	3.7%
CC(C)NC(=O)Cn1cc(C#N)c2cc(Br)ccc21	-3%	-6%	·	5%	1%	i	-13	-9%	-0.2%
CN(Cc1cnn(-c2ccc(F)cc2)c1)C(=O)[C@H]1O[C@@H](n2ccc(N)nc2=O)[C@H](O)[C@@H]1O	·	-9%	·	·	-9%	i	-5	?	0.2%
ON(Cc1c(F)cccc1Cl)Cc1c(F)cccc1Cl	7%	·	3%	-1%	1%	i	0	10%	-0.1%
COc1cccc(CNC(=O)c2ccc(NC(=O)N3CCCCc4ccccc43)cc2)c1OC	·	13%	?	-4%	2%	i	·	-9%	-0.6%
O=C(NCc1ccco1)c1ccc2c(c1)N(Cc1ccccc1)C(=O)CS2=O (stereo not given)	1%	4%	-7%	-2%	-1%	i	10	3%	0.0%
Cc1cc(NC(=O)CSc2nc3ccccc3c(=O)n2Cc2ccc(F)cc2)no1	?	-30%	?	·	-10%	i	5	3%	-0.6%
O=C(O)C1Nc2c(Cl)cc(Cl)cc2C2C=CCC12 (stereo not given)	-12%	-22%	-15%	-4%	1%	i	34	-4%	0.2%[9.22 µM]
N#CC(c1cccc(C(F)(F)F)c1)(c1ncc(C(F)(F)F)cc1Cl)N1CCOCC1 (stereo not given)	0%	-15%	-8%	2%	-25%	i	-7	3%	-0.2%
CC1CCN(C(=O)CN(c2ccc(Cl)c(C(F)(F)F)c2)S(C)(=O)=O)CC1	0%	-11%	-2%	-1%	-10%	i	?	-27%	0.2%
CC(=O)c1ccc(OCCNS(=O)(=O)c2ccc(-n3cnnn3)cc2)cc1	15%	-5%	?	-5%	-16%	i	12	-8%	0.1%
O=C(O)c1ccc(O)c2ncccc12	·	19%	?	-1%	-15%	i	·	-16%	5.3%
CCN(CC)CCCn1c2c(c(SCC(=O)Nc3ccc4c(c3)OCO4)nc1=O)CCC2	2%	9%	-5%	3%	-3%	i	?	-15%	0.0%
Cc1cc(C)n2c(NC3CCCCC3)c(CC(C)C)nc2n1	·	?	·	·	·	?	0	·	3.6%
C=CC[C@@H](CC(=O)N(CCO)Cc1ccccc1)C(=O)N[C@@H](COC(=O)[C@@H](CC=C)Cc1ccc(F)cc1)Cc1ccccc1	?	?	23µM*	?	-4%	?	-68*	-13%	-4.7%
COc1ccccc1/C=C/CN1CCCC(CCC(=O)NCc2ccccc2F)C1 (stereo not given)	1%	-16%[11.3 µM]	12%	-10%	-34%	i	?	-17%	1.8%
CC1(C)S[C@@H]2[C@H](NC(=O)COc3ccccc3)C(=O)N2C1C(=O)OCc1ccccc1 (stereo not given in full)	0%	7%	-10%	6%	-6%&6%	?	10	10%&0%	-0.1%
CCc1ccc(NC(=O)Cn2ncc3c4ccccc4n(C)c3c2=O)cc1	15%	4%&13%	9%&7%	-2%&3%	-22%&-11%	i	35	-14%&0%	0.2%&-0.1%
COc1ccc(S(=O)(=O)N2CCOCC2)cc1NC(=O)COC(=O)CC1CC2CCC1C2 (stereo not given)	0%	-3%	2%	2%	-10%	i	15	10%	0.2%
CC(=O)OCCNc1cc(N2CCN(C)CC2)c2noc3c2c1C(=O)c1ccccc1-3	11%	?	-16%	-11%	-5%	i	?	52%[activator]	0.1%
COc1ccc(-c2nnc(CSc3nc4ccccc4c(=O)n3C)o2)cc1OC	12%	-25%	·	-18%	12%	i	-11	7%	-0.7%
COC(=O)c1ccc(/C=C/C(=O)O)cc1	1%	·	?	-11%	4%	i	-10	-4%	-0.8%
COc1ccc(S(=O)(=O)N2CCN(C(=O)CCC3CCCC3)CC2)cc1	-1%	-3%	-15%	-1%	-6%	i	18	1%	1.0%
CCOC(=O)C1=C(O)C(Nc2nccs2)(C(F)(F)F)N=C1C (stereo not given)	4%	-12%	20%	0%	-5%	i	-2	1%	4.2%
CN1C(=O)NC(NS(=O)(=O)c2ccc(N)cc2)(C(F)(F)F)C1=O (stereo not given)	0%	-7%	-2%	-3%	2%	·	-3	8%	-0.1%
O=C(NCc1ccccc1Cl)C1=CC=CN2CCS(=O)(=O)N=C12	10%	-4%	11%	6%	-13%	i	11	-8%	0.0%

# In the list so far, these have a furan ring, fused or not:
Compound	MCF10A rereplic	ATXN2 expr inh	Nrf2 block	A549 viability	HepG2 viability	ATXN viability	IL-1B inflam inh	TGFb SMAD3 inh	Nrf2 ARE act
CC(=O)Nc1ccc(CN2C(=O)C(C)ON=C2c2ccccc2-c2ccco2)cc1 (stereo not given)	·	2%	·	·	3%	i	0	-16%	0.5%
O=C(NCc1ccco1)c1ccc2c(c1)N(Cc1ccccc1)C(=O)CS2=O (stereo not given)	1%	4%	-7%	-2%	-1%	i	10	3%	0.0%

# 2 entries from above, as labelled records:
O=C(O)c1ccc(O)c2ncccc12
  MCF10A rereplic: ·
  ATXN2 expr inh: 19%
  Nrf2 block: ?
  A549 viability: -1%
  HepG2 viability: -15%
  ATXN viability: i
  IL-1B inflam inh: ·
  TGFb SMAD3 inh: -16%
  Nrf2 ARE act: 5.3%
COC(=O)c1ccc(/C=C/C(=O)O)cc1
  MCF10A rereplic: 1%
  ATXN2 expr inh: ·
  Nrf2 block: ?
  A549 viability: -11%
  HepG2 viability: 4%
  ATXN viability: i
  IL-1B inflam inh: -10
  TGFb SMAD3 inh: -4%
  Nrf2 ARE act: -0.8%

# Among those listed so far, three have a cyano group.
Compound	MCF10A rereplic	ATXN2 expr inh	Nrf2 block	A549 viability	HepG2 viability	ATXN viability	IL-1B inflam inh	TGFb SMAD3 inh	Nrf2 ARE act
CCn1c(COc2ccccc2OC)nnc1SCC#N	-188%[0.0737 µM]	4%	-14%	-7%	8%	i	13	-17%	-0.5%
CC(C)NC(=O)Cn1cc(C#N)c2cc(Br)ccc21	-3%	-6%	·	5%	1%	i	-13	-9%	-0.2%
N#CC(c1cccc(C(F)(F)F)c1)(c1ncc(C(F)(F)F)cc1Cl)N1CCOCC1 (stereo not given)	0%	-15%	-8%	2%	-25%	i	-7	3%	-0.2%

# Assay outcomes (PubChem BioAssay)
